CendR NRP1 mod: modulators of CendR peptide binding to human neuropilin-1; O14786; 360,000 compounds, 0.85% hits; inhibition, % at 25 µM; FAM-RPARPAR peptide binding to NRP-1, fluorescence polarization;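 active = inhibition or corrected inhibition above about 18%, plus a signal ratio from 0.5 to 1.5, limit read from the data, passing the limit was not always enough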; also: strong numbers were not always called active
Tb MetRS inh: blocks T. brucei methionyl-tRNA synthetase activity; purified T. brucei MetRS, ATP depletion, Kinase-Glo luminescence; 360,000 compounds, 0.4% hits; inhibition, % at 11.9 µM;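 active = inhibition above a per-plate cutoff of the control wells' mean inhibition plus 3 SD, cut at about 5.5% in these data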;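 also: 0% = DMSO wells median and 100% = median of wells with control inhibitor compound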
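technique = Kinase-Glo luminescence, ATP depletion format | system = purified MetRS (methionyl-tRNA synthetase) enzyme from Trypanosoma brucei | timing = 15 min preincubation, 2 h reaction, all 25 °C | evaluation = percent inhibition versus plate control medians | dosing = single dose, 11.9 µM final nominal, 0.9% final DMSO | also added = substrates ATP, L-methionine and bulk Escherichia coli tRNA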
Scp-1 inhibitor: Scp-1 (human) phosphatase inhibition; 340,000 compounds, 0.88% hits; inhibition, % at 20 µM; Q9GZU7; Recombinant Scp1, phosphopeptide, malachite green phosphate absorbance;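 active = inhibition above about 50% at 20 µM, limit read from the data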;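 also: plate controls were DMSO wells with enzyme for no effect and wells lacking enzyme for full effect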
Target sequence (Q9GZU7 76-261 limits assumed): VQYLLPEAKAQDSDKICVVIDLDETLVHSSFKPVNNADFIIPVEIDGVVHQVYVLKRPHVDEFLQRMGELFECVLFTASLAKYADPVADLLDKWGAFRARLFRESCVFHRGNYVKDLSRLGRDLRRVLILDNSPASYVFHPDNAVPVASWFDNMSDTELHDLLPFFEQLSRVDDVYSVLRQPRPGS
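Test system – truncated SCP-1 phosphatase (76-261aa) · Reagent – Phosphorylated 17-residue peptide substrate · Incubation – 45 min room-temperature reaction, 5 min colour, 30 min stabiliser · Detection – colorimetric phosphate reagent with accelerator and stabiliser, absorbance at 630 nm · Measure – % inhibition at 20 µM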
Neddyl block: blocks human cullin neddylation | P61081+Q13564 | TR-FRET cullin neddylation, biochemical | 360,000 compounds, 0.58% hits | AID 651699 | calls only at 25 µM; in the data active = inhibition above about 36%
STEP inh: STEP (human) phosphatase inhibition | P54829 | recombinant STEP, OMFP fluorogenic substrate, fluorescence | inhibition, % at 20 µM | 360,000 compounds, 0.25% hits | AID 588621;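 active = inhibition at 20 µM, scaled per plate between control wells, above about 37%, limit read from the data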;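 also: 0% = DMSO with enzyme and substrate and 100% = substrate only without enzyme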
Target sequence (P54829 whole entry, looked up): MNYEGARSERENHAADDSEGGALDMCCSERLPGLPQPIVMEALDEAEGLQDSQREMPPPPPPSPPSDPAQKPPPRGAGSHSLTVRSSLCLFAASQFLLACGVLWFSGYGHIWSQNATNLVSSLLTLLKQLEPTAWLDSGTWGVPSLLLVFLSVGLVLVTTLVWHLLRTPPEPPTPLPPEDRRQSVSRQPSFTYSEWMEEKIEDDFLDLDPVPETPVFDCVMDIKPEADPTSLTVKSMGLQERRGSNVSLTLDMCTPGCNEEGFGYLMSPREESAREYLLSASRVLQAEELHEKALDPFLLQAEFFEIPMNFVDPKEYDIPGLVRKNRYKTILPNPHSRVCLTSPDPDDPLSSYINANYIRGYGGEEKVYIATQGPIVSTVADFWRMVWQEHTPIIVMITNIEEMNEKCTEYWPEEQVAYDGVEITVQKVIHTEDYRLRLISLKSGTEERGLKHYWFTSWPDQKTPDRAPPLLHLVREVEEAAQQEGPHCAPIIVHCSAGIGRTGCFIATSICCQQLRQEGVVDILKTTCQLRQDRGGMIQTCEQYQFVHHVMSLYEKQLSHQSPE
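Material: STEP (striatal-enriched tyrosine phosphatase) enzyme, cell-free; Compound dosing: 20 µM single dose in 1% DMSO; Technique: fluorescence read at 480 nm ex / 540 nm em; Times: reaction 20 min, ambient temperature; Medium: 50 mM Bis-Tris pH 6.0 with 2.5 mM DTT and 0.005% Tween 20; Also added: OMFP at 25 µM.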
NadD block: inhibitors of Staphylococcus aureus NadD | purified NadD enzyme, colorimetric absorbance read-out | inhibition, % at 20 µM | 360,000 compounds, 0.78% hits | AID 602399; in the data active = inhibition above about 26%; also: some compounds past the cut are filed as inactive
SUMO1 PPI mod: SUMO1-SIM interaction modulation | P63165 | SUMO1 binding to a labelled peptide, TR-FRET, 1 h | inhibition, % at 20 µM | 360,000 compounds, 0.33% hits | AID 602429; in the data active = inhibition above about 37%
Target sequence (P63165 whole entry, looked up): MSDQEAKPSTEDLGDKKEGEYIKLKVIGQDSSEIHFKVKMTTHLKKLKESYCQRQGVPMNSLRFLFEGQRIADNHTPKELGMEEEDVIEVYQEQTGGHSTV
SKN-1 inh: blocks SKN-1 activity in C. elegans; 360,000 compounds, 0.49% hits; inhibition, % at 21.8 µM; C. elegans VP596 Pgst-4::GFP/RFP ratio, acrylamide-induced, 24 h;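 active = interference check ratio from 0.5 to 1.5 plus GFP to RFP signal ratio inhibition reaching or exceeding a fixed threshold, cut at about 30% in these data, passing the limit was not always enough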; also: some compounds called inactive have numbers as strong as hits
LMPTP inh: blocks human LMPTP phosphatase; recombinant LMPTP-A, OMFP fluorogenic substrate, fluorescence intensity; 360,000 compounds, 0.22% hits; inhibition, % at 20 µM; AID 651560; P24666;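 active = compounds that cut the enzyme signal by at least half of the control window in the single-dose screen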;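 also: plate controls were DMSO wells with enzyme plus substrate for no effect and substrate without enzyme for full effect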
Target sequence (P24666 whole entry, looked up): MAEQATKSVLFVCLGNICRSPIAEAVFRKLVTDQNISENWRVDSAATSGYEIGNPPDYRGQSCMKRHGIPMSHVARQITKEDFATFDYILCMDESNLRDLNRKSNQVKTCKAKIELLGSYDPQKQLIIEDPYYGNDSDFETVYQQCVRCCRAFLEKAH
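Material: LMPTP-A; amount: 0.625 nM enzyme; doses: single 20 µM dose; times: reaction 50 min, room temperature, dark; technique: fluorescence intensity of OMFP turnover product; benchmarks: no-enzyme and uninhibited controls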
DNMT1 inh: inhibitors of human DNMT1; 360,000 compounds, 0.83% hits; P26358; DNMT1 molecular beacon, Hinp1I cleavage, fluorescence; inhibition (reported as % activation of signal), % at 10 µM; in the data active = inhibition above about 50%
An asterisk follows results filed as active.

For O=C(CNC(=O)c1cccc(F)c1)NC1CC1 the results were CendR NRP1 mod -2, Tb MetRS inh -0.4, Scp-1 inhibitor 5, Neddyl block inactive, STEP inh -2, NadD block 3, SUMO1 PPI mod 1, SKN-1 inh -8, LMPTP inh -0.3 and DNMT1 inh 2.
Oc1ccc(N=Nc2ccc3c(c2)OCCO3)c(O)c1 was read as CendR NRP1 mod 4, Tb MetRS inh -0.1, Scp-1 inhibitor -14, Neddyl block inactive, STEP inh -1, NadD block 0, SUMO1 PPI mod -76, SKN-1 inh 0, LMPTP inh 4.5 and DNMT1 inh -8.
For OCc1cccc[n+]1Cc1ccccc1 the results were CendR NRP1 mod 2, Tb MetRS inh -0.4, Scp-1 inhibitor -7, Neddyl block inactive, STEP inh 1, NadD block -9, SUMO1 PPI mod 6, SKN-1 inh 13, LMPTP inh -1.6 and DNMT1 inh 1.
Screening CCCN(c1nc(C)cc(OC)n1)S(=O)(=O)c1ccccc1 returned CendR NRP1 mod 9, Tb MetRS inh -0.7, Scp-1 inhibitor 0, Neddyl block inactive, STEP inh 2, NadD block 0, SUMO1 PPI mod -4, SKN-1 inh 5, LMPTP inh 2.1 and DNMT1 inh 0.
Screening CC(C)NC(=O)Cn1nc(C(F)(F)F)c2c1CCC2 returned CendR NRP1 mod 4, Tb MetRS inh -0.9, Scp-1 inhibitor -3, Neddyl block inactive, STEP inh -2, NadD block 2, SUMO1 PPI mod 4, SKN-1 inh -6, LMPTP inh 1.4 and DNMT1 inh -1.
For CC(C)c1ccc(NC(=O)C2C3C=CC4(O3)C2C(=O)N(CCCN2CCOCC2)C4C(=O)NC2CCCCC2)cc1 (centres undefined) the results were CendR NRP1 mod 6, Tb MetRS inh -0.9, Scp-1 inhibitor -3, Neddyl block inactive, STEP inh -1, NadD block -4, SUMO1 PPI mod 2, SKN-1 inh 3, LMPTP inh -2.4 and DNMT1 inh 0.
For CC[C@H]1C(=O)[C@@H](Cc2ccccc2)[C@@H]2CCN3C(=O)CCC[C@H]1[C@H]23 the results were CendR NRP1 mod -6, Tb MetRS inh 0.0, Scp-1 inhibitor -8, Neddyl block inactive, STEP inh -2, NadD block -4, SUMO1 PPI mod 3, SKN-1 inh 2, LMPTP inh -1.2 and DNMT1 inh 7.
Screening CCN1CCN(c2ncc3c(n2)CC(c2ccc(OC)c(OC)c2)CC3=O)CC1 (centres undefined) returned CendR NRP1 mod -5, Tb MetRS inh -0.6, Scp-1 inhibitor 23, Neddyl block inactive, STEP inh 2, NadD block -1, SUMO1 PPI mod -4, SKN-1 inh 9, LMPTP inh -0.5 and DNMT1 inh -2.
`Cc1ccccc1NC(=O)Cc1nc(COC(=O)c2cccnc2Cl)cs1` gave CendR NRP1 mod 6, Tb MetRS inh 0.0, Scp-1 inhibitor -5, Neddyl block inactive, STEP inh 2, NadD block -6, SUMO1 PPI mod -6, SKN-1 inh 4, LMPTP inh 0.4 and DNMT1 inh -7.
`O=C(COc1ccc(Cl)cc1Cl)N1CCNC1=O` gave CendR NRP1 mod 5, Tb MetRS inh -0.3, Scp-1 inhibitor -5, Neddyl block inactive, STEP inh -2, NadD block -8, SUMO1 PPI mod 5, SKN-1 inh 5, LMPTP inh -0.1 and DNMT1 inh 1.

3 compounds out of the list, arranged by length of the SMILES, smallest number first:
For O=C(CNC(=O)c1cccc(F)c1)NC1CC1 the results were CendR NRP1 mod -2, Tb MetRS inh -0.4, Scp-1 inhibitor 5, Neddyl block inactive, STEP inh -2, NadD block 3, SUMO1 PPI mod 1, SKN-1 inh -8, LMPTP inh -0.3 and DNMT1 inh 2.
Screening CCCN(c1nc(C)cc(OC)n1)S(=O)(=O)c1ccccc1 returned CendR NRP1 mod 9, Tb MetRS inh -0.7, Scp-1 inhibitor 0, Neddyl block inactive, STEP inh 2, NadD block 0, SUMO1 PPI mod -4, SKN-1 inh 5, LMPTP inh 2.1 and DNMT1 inh 0.
For CC[C@H]1C(=O)[C@@H](Cc2ccccc2)[C@@H]2CCN3C(=O)CCC[C@H]1[C@H]23 the results were CendR NRP1 mod -6, Tb MetRS inh 0.0, Scp-1 inhibitor -8, Neddyl block inactive, STEP inh -2, NadD block -4, SUMO1 PPI mod 3, SKN-1 inh 2, LMPTP inh -1.2 and DNMT1 inh 7.

More entries follow:
`C#Cc1cccc(Nc2nc(NC(C)C)nc3ccsc23)c1` gave CendR NRP1 mod 5, Tb MetRS inh 0.2, Neddyl block inactive, STEP inh 2, NadD block 13, SUMO1 PPI mod 2, SKN-1 inh 17, LMPTP inh 31 and DNMT1 inh 0.
Cc1ccc(NC(=O)C(C)Sc2nc(-c3ccccc3)cc(=O)[nH]2)cc1 (centres undefined) was read as CendR NRP1 mod 6, Tb MetRS inh -0.3, Scp-1 inhibitor -13, Neddyl block inactive, STEP inh 0, NadD block 0, SUMO1 PPI mod 5, SKN-1 inh 4, LMPTP inh 0.3 and DNMT1 inh -1.
For NNc1nc(Nc2ccc([N+](=O)[O-])cc2)nc(N2CCCCCC2)n1 the results were CendR NRP1 mod 7, Tb MetRS inh 1.1, Scp-1 inhibitor 2, Neddyl block inactive, STEP inh 5, NadD block 24, SUMO1 PPI mod -4, SKN-1 inh -3, LMPTP inh -0.6 and DNMT1 inh -17.
For CCN(CC(=O)Nc1c(F)cccc1F)C(=O)c1cccn1C the results were CendR NRP1 mod 1, Tb MetRS inh -0.3, Neddyl block inactive, STEP inh 1, NadD block 0, SUMO1 PPI mod -2, SKN-1 inh 5, LMPTP inh 0.6 and DNMT1 inh 2.
`COc1ccc(-c2cc(=O)c3ccccc3s2)cc1` gave CendR NRP1 mod -4, Tb MetRS inh -0.8, Scp-1 inhibitor -19, Neddyl block inactive, STEP inh 6, NadD block -8, SUMO1 PPI mod -21, SKN-1 inh 13, LMPTP inh 0.8 and DNMT1 inh -2.
For CCOc1ccc(N2C(=O)CSC2=S)cc1 the results were CendR NRP1 mod 7, Tb MetRS inh -1.2, Scp-1 inhibitor -6, Neddyl block inactive, STEP inh 2, NadD block 0, SUMO1 PPI mod 1, SKN-1 inh 1, LMPTP inh -1.1 and DNMT1 inh -4.
For COc1ccccc1N(CC(=O)Nc1ccc2c(c1)OCO2)S(=O)(=O)c1ccccc1 the results were CendR NRP1 mod 5, Tb MetRS inh 0.3, Scp-1 inhibitor 99*, Neddyl block inactive, STEP inh -2, NadD block 8, SUMO1 PPI mod 2, SKN-1 inh 17, LMPTP inh -1.3 and DNMT1 inh 1.
For CCc1ccc(-n2nnnc2SCC(=O)NNC(=O)c2ccco2)cc1 the results were CendR NRP1 mod 6, Tb MetRS inh -1.2, Scp-1 inhibitor -5, Neddyl block inactive, STEP inh 0, NadD block -1, SUMO1 PPI mod 0, SKN-1 inh 3, LMPTP inh 1.2 and DNMT1 inh 2.
Screening Cn1c(NC(=O)c2ccc(Cl)cc2)cc(=O)n(C)c1=O returned CendR NRP1 mod 2, Tb MetRS inh -0.5, Scp-1 inhibitor -6, Neddyl block inactive, STEP inh 0, NadD block -11, SUMO1 PPI mod 1, SKN-1 inh -5, LMPTP inh 1.8 and DNMT1 inh 3.
`CCOC(=O)c1ccc(S(=O)(=O)N2CCN(C)CC2)cc1` gave CendR NRP1 mod -2, Tb MetRS inh -1.2, Scp-1 inhibitor 3, Neddyl block inactive, STEP inh -6, NadD block 1, SUMO1 PPI mod -1, SKN-1 inh -12, LMPTP inh -0.2 and DNMT1 inh 4.
Screening CCOc1cc(N2CCOCC2)c(OCC)cc1NC(=O)CN1CCC(Cc2ccccc2)CC1 returned CendR NRP1 mod 4, Tb MetRS inh -1.1, Scp-1 inhibitor 3, Neddyl block inactive, STEP inh -2, NadD block 4, SUMO1 PPI mod -1, SKN-1 inh -3, LMPTP inh 0.2 and DNMT1 inh -12.
Cc1ccc(-n2c(=O)c3sccc3n(CC(=O)NC3CCCC3)c2=O)cc1 was read as CendR NRP1 mod -6, Tb MetRS inh -0.4, Scp-1 inhibitor -1, Neddyl block inactive, STEP inh -2, NadD block 4, SUMO1 PPI mod 5, SKN-1 inh -3, LMPTP inh 0.0 and DNMT1 inh 1.
For CCOc1cc(C(=O)Nc2cc(C)ccc2C)ccc1OCC(=O)N1CCCCC1 the results were CendR NRP1 mod -10, Tb MetRS inh -1.4, Scp-1 inhibitor 11, Neddyl block inactive, STEP inh 1, NadD block 7, SUMO1 PPI mod -5, SKN-1 inh 10, LMPTP inh 0.9 and DNMT1 inh 2.
`COc1ccc(NC(=O)CSCc2ccc(C)cc2)cc1` gave CendR NRP1 mod -8, Tb MetRS inh 0.7, Scp-1 inhibitor -13, Neddyl block inactive, STEP inh 4, NadD block -2, SUMO1 PPI mod 2, SKN-1 inh 13, LMPTP inh -1.1 and DNMT1 inh -1.
For Cc1c(NC(=O)COC(=O)CCc2c[nH]c3ccccc23)c(=O)n(-c2ccccc2)n1C the results were CendR NRP1 mod 2, Tb MetRS inh 0.1, Scp-1 inhibitor -7, Neddyl block inactive, STEP inh -1, NadD block 5, SUMO1 PPI mod -23, SKN-1 inh -4, LMPTP inh -10 and DNMT1 inh 0.
`CCCCNCC1CCCO1` (centres undefined) gave CendR NRP1 mod 15, Tb MetRS inh 0.6, Scp-1 inhibitor -4, Neddyl block inactive, STEP inh 2, NadD block 1, SUMO1 PPI mod 3, SKN-1 inh -12, LMPTP inh -1.5 and DNMT1 inh 2.
O=C(CCCCCCCC(=O)N1CCCC1)N1CCCC1 was read as CendR NRP1 mod 6, Tb MetRS inh -0.3, Scp-1 inhibitor 2, Neddyl block inactive, STEP inh -1, NadD block -1, SUMO1 PPI mod 3, SKN-1 inh -5, LMPTP inh 0.8 and DNMT1 inh -2.
`O=C(COC(=O)c1cc([N+](=O)[O-])ccc1N1CCOCC1)NC1CCCCC1` gave CendR NRP1 mod 0, Tb MetRS inh -0.2, Scp-1 inhibitor -3, Neddyl block inactive, STEP inh -2, NadD block -1, SUMO1 PPI mod -31, SKN-1 inh 2, LMPTP inh -1.3 and DNMT1 inh 1.
For CC(CCN1CCC(CN2C(=S)NCC2Cc2ccccc2)CC1)c1ccccc1 (centres undefined) the results were CendR NRP1 mod -5, Tb MetRS inh -0.9, Scp-1 inhibitor 4, Neddyl block inactive, STEP inh 33, NadD block 5, SUMO1 PPI mod -1, SKN-1 inh 9, LMPTP inh -1.7 and DNMT1 inh 4.
Screening CCCCCCN1C[C@@H](n2cc(COC(=O)c3ccccc3)nn2)[C@H](O)C[C@@H]1c1ccccc1 returned CendR NRP1 mod 7, Tb MetRS inh -2.1, Neddyl block inactive, STEP inh 0, NadD block 0, SUMO1 PPI mod -4, SKN-1 inh -16, LMPTP inh 2.3 and DNMT1 inh -2.
